sdo1 growth – restores growth of sdo1-depleted yeast; 0.21% of 140,000 active; S. cerevisiae sdo1-depleted JHY4D growth rescue, OD600 30 h; hits give high values; pdr5 snq2 efflux-pump mutant strain; z-score at 10 µM;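 active = z-score above 3 at both the 24 hr and the 30 hr optical density reads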;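 also: z-score against mean and SD of all compound wells on the same plate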
INS promoter inh – TRM-6 insulin promoter activity inhibition; inhibition, % at 2 µM; TRM-6 cells (human fetal islet line), insulin promoter-eGFP reporter, imaging; reporter expression induced with tamoxifen; 0.9% of 130,000 active;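 active = inhibition above the mean plus 3 SD, with well images judged a real hit on visual review, cut at about 60% in these data, passing the limit was not always enough; inconclusive = inhibition over the cutoff but images rejected on review; inactive = inhibition not above the cutoff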
sdo1 growth Rescue 24 h – also measured in sdo1 growth; calls as there; z-score; S. cerevisiae sdo1-depleted JHY4D growth rescue, OD600; measured here: growth rescue at 24 h;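 0 is the plate mean of compound wells and units are plate SD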
* marks the source's active call; other numbers are inactive results; ? = inconclusive; . = no result given; [ ] = remark or other dose.

INS promoter inh,sdo1 growth Rescue 24 h,sdo1 growth,compound
61,0.19,-0.41,O=C(C(NS(=O)(=O)c1cccs1)c1ccccc1)N1CCN(c2ccccc2F)CC1 (stereo not given)
-3,0.14,0.74,Cc1[nH]c(=O)[nH]c(=O)c1CSc1nnc(CCCCCNC(=O)OC(C)(C)C)o1
0,-0.03,-0.14,CC/C(=C/c1sc2ccccc2[n+]1CC)SC
-34,-1.2,-1.9,CCOC(=O)n1c(=O)n(Cc2ccccc2)c2ccccc21
-28,0.91,0.88,COC(=O)CCC(=O)COc1ccccc1C#N
.,0.08,-0.83,CCOc1ccc(-c2cc(N)n(S(=O)(=O)c3ccc(OC)cc3)n2)cc1
12,0.78,0.31,CCN(C(=O)COC(=O)c1cc(NS(=O)(=O)c2ccc(Cl)c([N+](=O)[O-])c2)ccc1O)C1CCCCC1
11,.,.,NS(=O)(=O)c1ccc(CCNC(=O)C2CCC(CNS(=O)(=O)c3ccc(Br)s3)CC2)cc1 (stereo not given)

Quoted at random: six records from the list, in no set order.
INS promoter inh,sdo1 growth Rescue 24 h,sdo1 growth,compound
12,0.78,0.31,CCN(C(=O)COC(=O)c1cc(NS(=O)(=O)c2ccc(Cl)c([N+](=O)[O-])c2)ccc1O)C1CCCCC1
11,.,.,NS(=O)(=O)c1ccc(CCNC(=O)C2CCC(CNS(=O)(=O)c3ccc(Br)s3)CC2)cc1 (stereo not given)
0,-0.03,-0.14,CC/C(=C/c1sc2ccccc2[n+]1CC)SC
-3,0.14,0.74,Cc1[nH]c(=O)[nH]c(=O)c1CSc1nnc(CCCCCNC(=O)OC(C)(C)C)o1
.,0.08,-0.83,CCOc1ccc(-c2cc(N)n(S(=O)(=O)c3ccc(OC)cc3)n2)cc1
61,0.19,-0.41,O=C(C(NS(=O)(=O)c1cccs1)c1ccccc1)N1CCN(c2ccccc2F)CC1 (stereo not given)

More records
INS promoter inh,sdo1 growth Rescue 24 h,sdo1 growth,compound
-33,-1.3,-0.84,CCCN1C(=O)C(NC(C)=O)c2ccccc21 (stereo not given)
28,-0.3,-0.6,CCCOc1ccc2c3c(c(=O)oc2c1)CCCC3
11,0.13,0.07,Cc1ccc(-c2c(C#N)c(N)nc3c2CCCC3)s1
.,-0.76,-0.85,CC1=C(C(=O)Nc2ccccc2F)C(c2ccsc2)C2=C(CC(C)(C)CC2=O)N1 (stereo not given)
-14,-0.5,-0.96,COC(=O)c1sccc1NC(=O)Nc1cccc(Cl)c1Cl
-17,-1.2,-2.3,Cc1nc2ccccc2cc1OCc1ccccc1
17,-1.6,-2.4,CC(C)N(Cc1nc(-c2ccccc2)no1)C(=O)C(C)(C)C
29,-0.01,0.02,CCCNC(=O)COC(=O)CCC(=O)c1cccs1

At a glance, 3 of the compounds above:
INS promoter inh,sdo1 growth Rescue 24 h,sdo1 growth,compound
-17,-1.2,-2.3,Cc1nc2ccccc2cc1OCc1ccccc1
17,-1.6,-2.4,CC(C)N(Cc1nc(-c2ccccc2)no1)C(=O)C(C)(C)C
29,-0.01,0.02,CCCNC(=O)COC(=O)CCC(=O)c1cccs1

Further structures follow:
INS promoter inh,sdo1 growth Rescue 24 h,sdo1 growth,compound
56,.,.,O=C(NN1C(=O)CSC1=S)C(=O)NN1C(=O)CSC1=S
45,-1.7,-2.2,Cc1ccc2nc(SCC(=O)N3c4ccccc4CC3C)c(C)cc2c1 (stereo not given)
41,-1,-0.83,COc1cccc(CN(C)c2nc(-c3cccs3)nc3ccccc23)c1
.,1,1.2,Fc1cccc(CN2CCN(c3ncccn3)CC2)c1
-5,-0.09,0.36,NC(=O)c1ccccc1O
.,-0.84,0.43,CC(Sc1ccc(Br)cc1)C(N)=O (stereo not given)
-18,2,1.8,CCC(C)c1ccc(-c2cc(C(=O)OCC(=O)Nc3cc(C)on3)c3ccccc3n2)cc1 (stereo not given)
?,0.18,0.36,Cc1ccc(-c2nc3ccccc3c(=O)n2CCCN2CCOCC2)cc1

(continued)
INS promoter inh,sdo1 growth Rescue 24 h,sdo1 growth,compound
0,.,.,Cc1ccc(NC(=O)Cn2nnc3ccccc3c2=O)cc1
-24,0.89,1.9,CCC/C=N/NC(=O)c1[nH]c2c([N+](=O)[O-])cccc2c1C
-8,-0.81,-2.3,Oc1ccc(N=Nc2c(O)ccc3ccccc23)cc1
-50,-0.15,0.09,CC1CCCC(C)N1S(=O)(=O)c1ccc(S(=O)(=O)NCCc2ccncc2)cc1 (stereo not given)
40,0.01,0.7,CCCCn1c(SCC2CCCO2)nc2cc(S(N)(=O)=O)ccc21 (stereo not given)
26,-0.01,0.41,COc1ccc(CCNC(=O)CCN2C(=O)C3CC=CCC3C2=O)cc1OC (stereo not given)
.,-0.28,0.08,CC(CC(=O)Nc1ccncc1)c1ccccc1 (stereo not given)
-16,-0.67,-1.1,CCCNc1nc2c(c(=O)n(C)c(=O)n2C)n1Cc1cccc(C)c1

Continued:
INS promoter inh,sdo1 growth Rescue 24 h,sdo1 growth,compound
.,1.7,1.6,CCCCN(C(=O)CN1CC(C)OC(C)C1)c1c(N)n(CC(C)C)c(=O)[nH]c1=O (stereo not given)
56,-0.27,0.18,COC(=O)c1ccc(C2/C(=C(\O)c3cccc(OC)c3)C(=O)C(=O)N2CCCN(C)C)cc1 (stereo not given)
.,-0.22,0.19,O=C(CC1OC(=O)c2ccccc21)Nc1ccccc1N1CCOCC1 (stereo not given)
.,-1.1,-1.2,CCSc1nnc(Cn2c(=O)sc3ccccc32)n1-c1ccccc1C
53,-0.58,-0.23,Nc1nc2ccccc2nc1N1CCCC1
100*,-0.26,-0.79,Cc1cc2ccccc2nc1SCC(=O)N1c2ccccc2CC1C (stereo not given)
0,.,.,CC(C)C(OC(=O)CCC(=O)Nc1nccs1)C(=O)NC1CCCCC1 (stereo not given)
-339,-1.1,-0.49,CCc1nnc(NC(=O)C2CCCN2S(=O)(=O)c2ccccc2)s1 (stereo not given)

Next records follow.
INS promoter inh,sdo1 growth Rescue 24 h,sdo1 growth,compound
.,-0.25,-1.3,COc1ccc(C(=O)NC(=S)Nc2ccccc2N2CCN(S(C)(=O)=O)CC2)cc1OC
7,.,.,CC(=O)c1ccc(N(C(=O)CNC(=O)c2ccco2)C(C(=O)NCC2CCCO2)c2ccccc2)cc1 (stereo not given)
13,-1.8,-2.2,CCC(=O)n1nc(-c2ccccc2)nc1SCC(=O)Nc1ccc(C)cc1
50,.,.,COc1ccc2c(C)cc(N3CCCCCC3)nc2c1
.,-1,-0.3,O=C1CN(C(=O)CSc2nnc(-c3ccccc3)n2Cc2ccc3c(c2)OCO3)c2ccccc2N1
9,0.38,1.1,O=C(NC1CCSC1=O)c1ccccc1 (stereo not given)
43,-1.2,-0.2,Cc1nc2ccccc2nc(C)c1=NO
.,-0.45,-0.01,Cc1cc(C)n(C(=O)c2ccc(NC(=O)C3CC3)cc2)n1

More structures:
INS promoter inh,sdo1 growth Rescue 24 h,sdo1 growth,compound
-13,2,2,CCN(CC)CCNS(=O)(=O)c1ccc(OC)c(Br)c1
-19,-1.4,-1.1,Cc1ccccc1NC(=O)c1csc2c1CCCC2
69,0.38,0.47,Cc1cc(C(=O)Nc2c(C)n(C)n(-c3ccccc3)c2=O)cs1
50,.,.,CCc1ccc(-n2c(=S)sc3c(=O)n(-c4ccccc4OC)c(=S)[nH]c32)cc1
12,-0.16,-0.5,O=C(c1ccc(CNS(=O)(=O)c2ccccc2)cc1)N1CCN(Cc2ccccc2)CC1
18,-0.96,-1.1,COCCn1c(C(=O)N2CCCC2)cc2c1C[C@H]1CN(C(=O)c3ccccc3)[C@@](Cc3ccc(F)cc3)(C(=O)OC)[C@@H]21
.,-0.86,-1.9,O=C(Nc1cccc(C(F)(F)F)c1)N1CCC(c2nc(-c3ccc(F)cc3)no2)CC1
27,0.87,-0.21,Cc1sc(NC(=O)c2ccccc2)c(C(=O)NC(C)C)c1C

Continued:
INS promoter inh,sdo1 growth Rescue 24 h,sdo1 growth,compound
.,0.95,0.06,COc1ccc(NC(=O)CSc2ncnc3c2cnn3CCc2ccccc2)cc1
.,0.83,0.7,O=S(=O)(NCCc1cn2ccccc2n1)c1ccc2c(c1)OCCO2
27,.,.,COc1ccc(CCNC(=O)c2ccc(CSc3ccccc3)o2)cc1
38,-1.1,-0.67,CCC(C)(C)C1CCc2nc3ccccc3c(C(=O)OC(C)C(=O)Nc3c(C)n(C)n(-c4ccccc4)c3=O)c2C1 (stereo not given)
.,-0.46,-0.66,CC(CC(=O)N1CCc2ccccc21)c1ccccc1 (stereo not given)
-467,-0.12,-0.19,O=C(Cc1ccc(Br)cc1)N1CCN(c2ccccc2)CC1
.,-1.7,-1.4,COC(=O)c1cc2occc2n1CC(=O)Nc1ccc(C)cc1C
-3,1.2,1.3,O=C(O)c1cc([N+](=O)[O-])ccc1C(=O)Nc1ccccc1

Further entries follow:
INS promoter inh,sdo1 growth Rescue 24 h,sdo1 growth,compound
-13,1.3,0.8,CN1/C(=C\C=[N+](C)c2ccccc2)C(C)(C)c2ccccc21
-13,-0.14,0.02,CC(C)CCN1CC(O)=C(c2nc(-c3ccc(Cl)cc3)cs2)C1=N
0,-0.27,0.19,COC(=O)c1ccc(Cn2nc(C)cc2C)cc1
-31,0.25,-1.2,Nc1nnnn1/N=C/c1cc(Cl)cc(Cl)c1OCc1ccc(Cl)cc1Cl
-62,0.46,-0.16,Cc1ccc(C(=O)N(Nc2nc3ccccc3s2)C(=O)c2ccc(C)cc2)cc1
.,-1.1,-0.74,CN(NC1CC(=O)N(c2ccccc2)C1=O)c1ccccc1 (stereo not given)
27,-1.8,-0.77,Cc1ccc(S(=O)(=O)N2CCCCC2)cc1NC(=O)COC(=O)c1ccc2c(c1)OCO2
71*,-0.52,-0.16,COc1ccc(Br)c2oc(S)cc(=O)c12

(more compounds)
INS promoter inh,sdo1 growth Rescue 24 h,sdo1 growth,compound
.,-0.87,-0.96,Fc1ccc(Nc2ncnc3sc4c(c23)CCC4)cc1F
.,-0.6,-0.12[4.7 µM],O=C(NCc1ccco1)C(c1ccccc1)N(CC1CCCO1)C(=O)Cn1nnc2ccccc21 (stereo not given)
53,0.36,-0.72,CCOC(=O)c1ccc(NC(=O)COc2ccc(S(=O)(=O)NC(C)(C)C)cc2)cc1
12,0.07,0.43,O=S(=O)(Nc1ncccc1O)c1ccc(Cl)cc1
-4,-1.1,-1.8,CCOC(=O)c1c(C=O)c(C)n(Cc2ccc(C)cc2)c1C
53,.,.,O=S(=O)(c1ccc(S(=O)(=O)N2CCOCC2)cc1)N1CCCC1
27,-0.25,0.52,CS(=O)(=O)Nc1ccccc1C(=O)NC1CC2CCC1C2 (stereo not given)
.,-2.2,-2.8,CCCCS(=O)(=O)/C=C\C=C/S(=O)(=O)CCCC

The results go on.
INS promoter inh,sdo1 growth Rescue 24 h,sdo1 growth,compound
21,.,.,CSC1=NCCN1S(=O)(=O)c1ccc(Cl)cc1
-71,-0.26,0.16,CCSC1=C(C#N)C(c2ccccc2Cl)CC(=O)N1 (stereo not given)
-19,0.93,0.94,CCn1nc(C)c(/C=N\NC(=O)c2ccc3c(c2)OCO3)c1C
-20,-0.69,-0.44,Cc1occc1C(=O)N1CCN(S(C)(=O)=O)CC1
.,-1.3,-1.8,CN1C2CCC1/C(=C\c1ccccc1Cl)C(=O)/C2=C\c1ccccc1Cl
-10,-0.12,0.28,CC(=O)N1CC(C)c2scc(C)[n+]2-c2ccccc21 (stereo not given)
57,0.7,-0.12,Cc1c(Cl)c([N+](=O)[O-])nn1CCCC(=O)NC(C)c1ccccc1 (stereo not given)
-23,-1.2,-1.5,O=C(N/N=C/c1cc2cc3c(cc2nc1Cl)OCCO3)c1ccccc1O

Remaining list, next part
INS promoter inh,sdo1 growth Rescue 24 h,sdo1 growth,compound
14,.,.,CC(NC(=O)CSc1ncccn1)c1ccc(Cl)cc1Cl (stereo not given)
.,0.59,-0.31,O=S(=O)(Nc1nccs1)c1cc(Cl)ccc1Cl
29,0.8,-0.64,COC(=O)c1ccc(NC(=S)N2CCN(Cc3cccc(C)c3)CC2)cc1
31,.,.,Cc1ccc(-c2nnn(CC(=O)N(CCO)C(C(=O)NC3CCCC3)c3ccc(F)cc3)n2)o1 (stereo not given)
.,0.71,0.94,CN1C(=O)Cn2c1nc1ccccc12
55,-1.5,-0.29,NC(=O)C1(N2CCCCC2)CCN(C(=O)CSc2nc(C(F)(F)F)cc(=O)[nH]2)CC1
-16,-0.76,-0.85,Cc1ccc(C(=O)Nc2ccccc2Oc2ccccc2)cc1[N+](=O)[O-]
0,1.3,1.6,COc1ccc(C2C(C#N)=C(N)Oc3cc(C)n(CCN4CCOCC4)c(=O)c32)cc1OC (stereo not given)

Carrying on.
INS promoter inh,sdo1 growth Rescue 24 h,sdo1 growth,compound
0,-0.38,-1.6,Nc1c(C(=O)Nc2ccc(F)cc2)sc2nc(-c3ccco3)ccc12
-61,0.8,0.59,COCCCNC(=S)NNC(=O)c1ccc2c(c1)OCO2
27,-0.45,0.01,CCCCOC(=O)Nc1cccc(C(C)=O)c1
-31,3,11,O=C(Cc1ccccc1)NNC(=S)Nc1ccc(Cl)cc1
7,0.78,0.68,Cc1nnsc1SC(C)C(=O)O (stereo not given)
48,-0.75,-1.5,C=CCN(CC=C)C(=S)NC(=O)c1ccc(C)c(Br)c1
.,0.91,0.68,COc1ccc(OC)c(-n2c(SCC(=O)Nc3cc(C)on3)nnc2-c2c[nH]c3ccccc23)c1
32,0.3,0.94,COc1ccc(CC(=O)OCCN(C)C)cc1
.,-0.91,0.1,COc1ccc(Br)cc1/C=N/Nc1cccc(C(=O)O)c1
-30,1.1,1.3,c1ccc(Cn2nnnc2CN2CCN(c3ncccn3)CC2)cc1

High-throughput results: PubChem BioAssay, several laboratories
